Screening results from PubChem.
FBW7 activator – human FBW7 E3 ligase activation, primary screen. Q969H0. AlphaScreen FBW7–phospho-cyclin E peptide binding, activator screen. normalized activity (activation), % at 26.1 µM. hit rate 0.13% among 650,000. AID 1259310; in the data active means normalized activity above about 1.9%;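 further: purified mutant Fbw7 with reduced substrate affinity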
Target sequence (Q969H0 whole entry, looked up): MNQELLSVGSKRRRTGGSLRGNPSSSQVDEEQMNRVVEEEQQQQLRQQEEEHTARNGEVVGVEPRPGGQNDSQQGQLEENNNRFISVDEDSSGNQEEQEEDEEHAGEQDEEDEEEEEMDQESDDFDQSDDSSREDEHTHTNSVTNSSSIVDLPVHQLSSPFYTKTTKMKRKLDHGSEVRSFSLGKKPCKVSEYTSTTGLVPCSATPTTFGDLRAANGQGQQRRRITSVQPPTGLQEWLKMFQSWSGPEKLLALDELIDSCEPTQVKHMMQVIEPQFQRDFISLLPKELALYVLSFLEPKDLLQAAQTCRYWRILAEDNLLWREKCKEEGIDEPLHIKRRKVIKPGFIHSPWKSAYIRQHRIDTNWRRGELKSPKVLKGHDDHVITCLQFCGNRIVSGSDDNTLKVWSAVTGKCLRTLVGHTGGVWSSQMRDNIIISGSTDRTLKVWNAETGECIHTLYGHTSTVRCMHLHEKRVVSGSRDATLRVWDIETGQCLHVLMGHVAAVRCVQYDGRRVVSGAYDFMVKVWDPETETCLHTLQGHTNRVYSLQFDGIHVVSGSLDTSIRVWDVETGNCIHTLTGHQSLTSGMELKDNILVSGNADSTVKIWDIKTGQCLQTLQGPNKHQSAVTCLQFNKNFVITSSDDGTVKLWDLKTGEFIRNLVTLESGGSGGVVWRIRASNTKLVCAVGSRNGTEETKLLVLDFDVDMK
MITF primary – inhibitors of human MITF | AlphaScreen MITF homodimerization, bead proximity signal | O75030 | hit rate 0.91% among 650,000 | inhibition, % at 2.6 µM; in the data active means inhibition above about 50%;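 further: 0% = vehicle wells with protein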
TEAD-YAP block – TEAD-YAP interaction inhibition. HEK-TIYL cells, TEAD-Gal4/YAP UAS-luciferase luminescence. inhibition, % at 9.12 µM. hit rate 1.4% among 640,000; in the data active means inhibition above about 32%;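 further: 0% = median of test compound wells and 100% = reference inhibitor wells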
GPR151 activ – activates the human receptor GPR151; Q8TDV0; PathHunter beta-arrestin GPR151 cells, luminescence; activation, % at 11.2 µM; hit rate 1% among 650,000; in the data active means activation above about 4.9%;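 further: 0% = median of compound wells and 100% = cells with positive control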
Target sequence (Q8TDV0 whole entry, looked up): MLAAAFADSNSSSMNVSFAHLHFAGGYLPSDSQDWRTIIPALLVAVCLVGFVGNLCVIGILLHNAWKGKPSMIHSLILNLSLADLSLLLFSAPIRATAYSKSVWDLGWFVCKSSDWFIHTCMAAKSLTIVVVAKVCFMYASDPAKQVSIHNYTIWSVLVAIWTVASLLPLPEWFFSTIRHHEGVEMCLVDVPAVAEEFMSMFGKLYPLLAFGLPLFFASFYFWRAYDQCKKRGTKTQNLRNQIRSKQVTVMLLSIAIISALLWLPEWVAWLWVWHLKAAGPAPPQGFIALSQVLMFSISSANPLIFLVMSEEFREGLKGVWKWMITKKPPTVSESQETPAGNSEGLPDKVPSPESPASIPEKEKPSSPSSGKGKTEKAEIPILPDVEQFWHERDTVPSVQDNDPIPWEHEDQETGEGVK
Active calls of the source: *.

How did COC(=O)c1cc(-c2ccncc2)nn1-c1cccc(Cl)c1 do in these assays?
FBW7 activator: 0.3; MITF primary: 13; TEAD-YAP block: 12; GPR151 activ: -1.4

What do the screens show for `CCOc1ccc(/C=C2/N=C(c3ccc(C)c([N+](=O)[O-])c3)OC2=O)cc1`?
FBW7 activator: -0.1; MITF primary: 12; TEAD-YAP block: 4; GPR151 activ: -0.6

How did CCOC(=O)NC(NC(=O)OCC)c1ccc(F)cc1 do in these assays?
FBW7 activator: 0.0; MITF primary: 4; TEAD-YAP block: 2; GPR151 activ: 0.1

Results for NC(=O)c1ccccc1NC(=O)COC(=O)c1cc(Cl)nc(Cl)c1 ?
FBW7 activator: -0.2; MITF primary: 6; TEAD-YAP block: -4; GPR151 activ: 0.7

What do the screens show for `O=C(NC1CCCC1)C(c1ccccc1)N(C(=O)c1ccno1)c1ccccc1` (stereo not drawn)?
FBW7 activator: -0.1; MITF primary: 45; TEAD-YAP block: -2; GPR151 activ: 4.8

What do the screens show for `CCCNc1ccnc(-c2c(C)nn(C)c2C)n1`?
FBW7 activator: -0.5; MITF primary: 2; TEAD-YAP block: -2; GPR151 activ: 1.1

What do the screens show for `O=c1c(Br)c(N2CCCC2)cnn1-c1ccccc1`?
FBW7 activator: 0.0; MITF primary: 1; TEAD-YAP block: -63; GPR151 activ: 1.0

What do the screens show for `CCn1c(C(=O)O)c(CNC2CCC(C)CC2)c2ccccc21` (stereo not drawn)?
FBW7 activator: 0.5; MITF primary: -9; TEAD-YAP block: 3; GPR151 activ: -0.5

How did COc1cc(C2C(C(=O)N3CCOCC3)=C(C)NC3=C2C(=O)CCC3)cc(Br)c1O (stereo not drawn) do in these assays?
FBW7 activator: 0.2; MITF primary: 11; TEAD-YAP block: 4; GPR151 activ: -0.6

How did CCCN1CCN(c2ncnc3sc(C(=O)Nc4cc(OC)ccc4OC)c(C)c23)CC1 do in these assays?
FBW7 activator: 0.0; MITF primary: 9; TEAD-YAP block: -4; GPR151 activ: -0.7

How did Cc1ccc(C(=O)Nc2ccccc2)cc1NC1=NC2CS(=O)(=O)CC2S1 (stereo not drawn) do in these assays?
FBW7 activator: 0.6; MITF primary: 5; TEAD-YAP block: 17; GPR151 activ: -1.1

What do the screens show for `N=C1S/C(=C/c2ccc(OCc3ccccc3F)cc2)C(=O)N1c1ccc(Cl)cc1Cl`?
FBW7 activator: -0.2; MITF primary: -28; TEAD-YAP block: 6; GPR151 activ: -0.6

What do the screens show for `O=C(COc1ccc(F)cc1)n1nnc2ccccc21`?
FBW7 activator: 0.0; MITF primary: 1; TEAD-YAP block: -5; GPR151 activ: -2.0

Results for O=c1oc2ccccc2c(NCCCO)c1[N+](=O)[O-] ?
FBW7 activator: 0.7; MITF primary: 1; TEAD-YAP block: 0; GPR151 activ: 0.0

What do the screens show for `CCCOc1ccc(CNC(=O)Cn2ncc3ccc(C)cc32)cc1`?
FBW7 activator: 0.8; MITF primary: 6; TEAD-YAP block: 1; GPR151 activ: -3.7

What do the screens show for `CCc1nn(C(CC)C(=O)NC(C)CC)c(=O)c2cc3oc(C)cc3n12` (stereo not drawn)?
FBW7 activator: 0.2; MITF primary: 10; TEAD-YAP block: 7; GPR151 activ: 0.3

Results for CN1C(=O)NC(c2cccc(F)c2)C2=C1CN(CCN1CCCCC1)C2=O (stereo not drawn) ?
FBW7 activator: 0.0; MITF primary: 12; TEAD-YAP block: 0; GPR151 activ: 0.1

Results for O=C(NCCS(=O)(=O)N1CCN(c2ccccn2)CC1)c1ccc(F)cc1 ?
FBW7 activator: -0.2; MITF primary: -11; TEAD-YAP block: -6; GPR151 activ: -0.1

Results for Cc1ccc(Nc2nnc(SCC(N)=O)s2)cc1C ?
FBW7 activator: -0.1; MITF primary: -2; TEAD-YAP block: -13; GPR151 activ: 2.9

How did Cc1ccccc1N1C(=O)CC(N2CCN(c3ccccc3O)CC2)C1=O (stereo not drawn) do in these assays?
FBW7 activator: 0.1; MITF primary: 14; TEAD-YAP block: 8; GPR151 activ: 3.8

What do the screens show for `C=CCNC(=O)c1cc2c(=O)n3cccc(C)c3nc2s1`?
FBW7 activator: 0.1; MITF primary: 3; TEAD-YAP block: -13; GPR151 activ: 0.0

What do the screens show for `Cc1ccc(P(=Nc2c(Cl)cccc2Cl)(N2CCOCC2)N2CCOCC2)o1`?
FBW7 activator: 0.0; MITF primary: -3; TEAD-YAP block: -2; GPR151 activ: -1.4

How did Cc1ccc(-c2nnn(CC(=O)Nc3ccccc3-c3ccccc3)n2)c(-n2cnnn2)c1 do in these assays?
FBW7 activator: 0.0; MITF primary: 9; TEAD-YAP block: 5; GPR151 activ: 0.8

Results for COc1cccc(C2NCC(C(=O)O)S2)c1O (stereo not drawn) ?
FBW7 activator: 0.2; MITF primary: 5; TEAD-YAP block: -2; GPR151 activ: -1.5

Results for O=c1cc(-c2ccccc2)nc(N2CCCCC2)[nH]1 ?
FBW7 activator: 0.0; MITF primary: -4; TEAD-YAP block: -1; GPR151 activ: 1.9

Results for CC(C(=O)Oc1ccc(F)cc1)N1C(=O)c2ccccc2C1=O (stereo not drawn) ?
FBW7 activator: -0.1; MITF primary: -1; TEAD-YAP block: 5; GPR151 activ: 0.2

Results for CCOC(=O)c1c(NC(=O)CSc2nnc(CNC(=O)Cc3ccc(OC)cc3)n2-c2ccc([N+](=O)[O-])cc2)sc2c1CCCC2 ?
FBW7 activator: 0.1; MITF primary: 4; TEAD-YAP block: -1; GPR151 activ: -1.3

What do the screens show for `COc1cc2nc(Nc3ccnn3C)nc(N)c2cc1OC`?
FBW7 activator: 0.2; MITF primary: 13; TEAD-YAP block: -2; GPR151 activ: -1.7

How did COc1cncc(-c2cnc3ccc(NCc4ccc5c(c4)OCO5)nn23)c1 do in these assays?
FBW7 activator: 0.3; MITF primary: 5; TEAD-YAP block: -4; GPR151 activ: -0.5

What do the screens show for `COc1ccc(C(=O)NNC(=O)c2ccccc2F)cc1S(=O)(=O)N1CCCC1`?
FBW7 activator: 0.5; MITF primary: 11; TEAD-YAP block: -2; GPR151 activ: 1.0

How did CC(C)C(c1nnnn1C1CCCCC1)N1CCN(c2ncccn2)CC1 (stereo not drawn) do in these assays?
FBW7 activator: 0.0; MITF primary: -1; TEAD-YAP block: 3; GPR151 activ: 0.6

How did O=C(NCCOc1ccccc1)c1ccc(Br)cc1 do in these assays?
FBW7 activator: -0.2; MITF primary: 2; TEAD-YAP block: 6; GPR151 activ: -2.8

What do the screens show for `CNC(=O)c1cc(I)cc([N+](=O)[O-])c1`?
FBW7 activator: 0.0; MITF primary: -10; TEAD-YAP block: -4; GPR151 activ: 1.3

How did CC(C)N(C(=O)NC(=O)Nc1ccc(C=C(C#N)C#N)cc1)S(C)(=O)=O do in these assays?
FBW7 activator: 0.1; MITF primary: 4; TEAD-YAP block: 1; GPR151 activ: 1.2

What do the screens show for `COc1cccc(OCC(=O)Nc2ccccc2C(=O)Nc2ccc(C(=O)O)cc2)c1`?
FBW7 activator: -0.3; MITF primary: -9; TEAD-YAP block: -3; GPR151 activ: 1.1

What do the screens show for `Cc1ccc(CNS(=O)(=O)c2cc(C(=O)O)ccc2F)cc1`?
FBW7 activator: 0.1; MITF primary: 11; TEAD-YAP block: 8; GPR151 activ: -0.5

What do the screens show for `O=C(NC1CC1)c1ccc(-c2ccc(C(=O)NCc3cccnc3)s2)cc1`?
FBW7 activator: -0.1; MITF primary: 7; TEAD-YAP block: 11; GPR151 activ: -3.0

What do the screens show for `CCSc1nnc(NC(=O)/C=C/c2ccc(F)cc2)s1`?
FBW7 activator: -0.1; MITF primary: -2; TEAD-YAP block: -3; GPR151 activ: 0.5

How did COc1ccc(CN2CCN(Cc3ccccc3Cl)CC2)cc1OC do in these assays?
FBW7 activator: -0.2; MITF primary: 71*; TEAD-YAP block: 0; GPR151 activ: 0.6

What do the screens show for `CCOC(=O)c1c(CCc2ccc3c(c2)OCO3)csc1N`?
FBW7 activator: -0.1; MITF primary: 3; TEAD-YAP block: 2; GPR151 activ: -1.4

Results for COc1cc(C2/C(=C(/O)c3ccccc3)C(=O)C(=O)N2c2cccc(Cl)c2)ccc1O (stereo not drawn) ?
FBW7 activator: 0.1; MITF primary: 2; TEAD-YAP block: -8; GPR151 activ: 1.0

Results for COc1ccc(N2CCN(c3nc(Nc4ccc(C)c(F)c4)nc(N4CCOCC4)n3)CC2)cc1 ?
FBW7 activator: 0.2; MITF primary: 0; TEAD-YAP block: 0; GPR151 activ: 0.6

What do the screens show for `CC(C(=O)NC1CCCCC1)n1ncn2cccc2c1=O` (stereo not drawn)?
FBW7 activator: -0.2; MITF primary: -1; TEAD-YAP block: -2; GPR151 activ: -0.3

Results for O=C(NC(=S)Nc1ccc(O)c(C(=O)O)c1)c1ccccc1 ?
FBW7 activator: 0.9; MITF primary: 13; TEAD-YAP block: 1; GPR151 activ: -0.5

What do the screens show for `O=C(CSc1nc(=O)[nH]c2c1CCC2)c1ccc(F)cc1`?
FBW7 activator: 0.1; MITF primary: 22; TEAD-YAP block: 1; GPR151 activ: -1.4

How did CCN(CC)C(=O)c1ccc(-c2cccc([N+](=O)[O-])c2)o1 do in these assays?
FBW7 activator: -0.2; MITF primary: 3; TEAD-YAP block: -82; GPR151 activ: -0.7

Results for CC1=NN(c2ccc(C)cc2)C(=O)/C1=C/c1ccc2c(c1)OCO2 ?
FBW7 activator: -0.4; MITF primary: -4; TEAD-YAP block: -4; GPR151 activ: 5.3*

What do the screens show for `O=C(O)c1ccccc1Nc1nc(N2CCOCC2)nc(N2CCOCC2)n1`?
FBW7 activator: 0.0; MITF primary: -3; TEAD-YAP block: -41; GPR151 activ: 9.0*

What do the screens show for `O=C(CCc1ccccc1)NCCCCNC(=O)CCc1ccccc1`?
FBW7 activator: -0.1; MITF primary: -9; TEAD-YAP block: 5; GPR151 activ: 0.2

How did COc1ccccc1N1C(=O)c2ccccc2NC1c1ccc(NC(C)=O)cc1 (stereo not drawn) do in these assays?
FBW7 activator: -0.1; MITF primary: -4; TEAD-YAP block: -7; GPR151 activ: -0.2

Results for COC(=O)CN1C(=O)COc2ccccc21 ?
FBW7 activator: 0.3; MITF primary: 11; TEAD-YAP block: 2; GPR151 activ: 0.0

Results for CC1CCCCN1C(=O)CSc1nnc(-c2cccnc2)o1 (stereo not drawn) ?
FBW7 activator: 0.1; MITF primary: 0; TEAD-YAP block: -2; GPR151 activ: -0.9

Results for O=C(CCn1c(=O)c2cccn2c2cccnc21)NCc1ccco1 ?
FBW7 activator: -0.3; MITF primary: -1; TEAD-YAP block: 2; GPR151 activ: 0.9

How did COCCn1c(COc2cccc(OC)c2)nnc1SCC(=O)N1CCOCC1 do in these assays?
FBW7 activator: 0.1; MITF primary: 30; TEAD-YAP block: 3; GPR151 activ: -0.6

Results for Cc1ccc(S(=O)(=O)N2CCSC2c2ccccc2Cl)c(C)c1 (stereo not drawn) ?
FBW7 activator: 0.0; MITF primary: -9; TEAD-YAP block: 8; GPR151 activ: 1.7

How did Cc1cc(C)c2c(CC(=O)NCc3ccccc3)coc2c1 do in these assays?
FBW7 activator: -0.2; MITF primary: 17; TEAD-YAP block: -9; GPR151 activ: 0.7

How did COc1ccc(-n2nnnc2C2(Nc3ccc(C)cc3)CCCCC2C)cc1 (stereo not drawn) do in these assays?
FBW7 activator: -0.1; MITF primary: 8; TEAD-YAP block: 13; GPR151 activ: -0.8

How did COc1ccc(/C=C/C(=O)Oc2cc(C)[nH]c(=O)c2[N+](=O)[O-])cc1OC do in these assays?
FBW7 activator: -0.3; MITF primary: -7; TEAD-YAP block: 0; GPR151 activ: 0.3

How did COc1ccc(C(=O)COC(=O)c2ccc(F)cc2F)cc1 do in these assays?
FBW7 activator: 0.1; MITF primary: 1; TEAD-YAP block: 2; GPR151 activ: -1.3

Results for CC(C)CC(CC(C)C)=NNC(=O)COc1ccc(C#N)cc1 ?
FBW7 activator: 0.0; MITF primary: -1; TEAD-YAP block: 0; GPR151 activ: 0.1

How did CC(=O)N(CCN(C(C)=O)c1ccccc1)c1ccccc1 do in these assays?
FBW7 activator: 0.3; MITF primary: 9; TEAD-YAP block: 5; GPR151 activ: -0.6

Results for O=C(Cn1[nH]c(=O)c2ccccc2c1=O)NNC(=O)c1ccc(Cl)cc1 ?
FBW7 activator: 0.0; MITF primary: -5; TEAD-YAP block: 10; GPR151 activ: -1.3

Results for Cc1cccc(-n2c(Cn3nc(C)cc3C)n[nH]c2=S)c1 ?
FBW7 activator: 0.5; MITF primary: 18; TEAD-YAP block: 1; GPR151 activ: -0.5

Results for COc1ccc(CC(=O)NNC(=O)c2ccc(C(C)(C)C)cc2)cc1OC ?
FBW7 activator: 0.3; MITF primary: 7; TEAD-YAP block: -14; GPR151 activ: -0.5

Arranged by molecular weight (highest first): part of the list above.
How did COc1ccc(/C=C/C(=O)Oc2cc(C)[nH]c(=O)c2[N+](=O)[O-])cc1OC do in these assays?
FBW7 activator: -0.3; MITF primary: -7; TEAD-YAP block: 0; GPR151 activ: 0.3

What do the screens show for `CCCOc1ccc(CNC(=O)Cn2ncc3ccc(C)cc32)cc1`?
FBW7 activator: 0.8; MITF primary: 6; TEAD-YAP block: 1; GPR151 activ: -3.7

What do the screens show for `Cc1ccc(CNS(=O)(=O)c2cc(C(=O)O)ccc2F)cc1`?
FBW7 activator: 0.1; MITF primary: 11; TEAD-YAP block: 8; GPR151 activ: -0.5

Results for CC(C(=O)Oc1ccc(F)cc1)N1C(=O)c2ccccc2C1=O (stereo not drawn) ?
FBW7 activator: -0.1; MITF primary: -1; TEAD-YAP block: 5; GPR151 activ: 0.2

How did COc1ccc(C(=O)COC(=O)c2ccc(F)cc2F)cc1 do in these assays?
FBW7 activator: 0.1; MITF primary: 1; TEAD-YAP block: 2; GPR151 activ: -1.3

How did CCOC(=O)NC(NC(=O)OCC)c1ccc(F)cc1 do in these assays?
FBW7 activator: 0.0; MITF primary: 4; TEAD-YAP block: 2; GPR151 activ: 0.1
